Bioassay records deposited in PubChem BioAssay by several laboratories.
AID2073: disruptors of CaV2.2 binding to Mint1 – biochemical, HTRF (AID 2073); HTRF protein-protein interaction, Mint1-CaV2.2; higher % means a stronger effect; one-dose inhibition, % at 20 µM; IC50 in µM for titrated hits; 290,000 compounds, 0.19% hits; in the data active = inhibition mostly above about 51%, no sharp cut-off; inconclusive = no clear call, values can overlap the other calls; inactive = mostly below about 53%; note: some results filed as inactive read as strong as hits
Rac1 GTP hydrolysis: MgcRacGAP GTPase-activating activity inhibitors, confirmation, biochemical, ADP Hunter fluorescence; AID 624330; inhibition, % at 30 µM; hits with a dose series show IC50 in µM; 340,000 compounds, 0.6% hits; MgcRacGAP-stimulated Rac1 GTP hydrolysis, ADP Hunter fluorescence; higher % means a stronger effect; GST-tagged Rac1 F28L mutant substrate;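 active = first-screen hits whose inhibition reached a set limit at any dose in the follow-up dose series; inconclusive = inhibition above the set first-screen limit but never retested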;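 note: fluorescence reports GDP produced by GAP-driven GTP hydrolysis; strong numbers were not always called active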
Large T inhibition: TAg ATPase/helicase activity blockers – biochemical (AID 1903) | SV40 large T antigen ATPase/helicase inhibition assay; higher % means a stronger effect | inhibition, % at 20 µM, or IC50 in µM where a hit was titrated | 310,000 compounds, 0.39% hits; in the data active = a potency from the dose series; inconclusive = inhibition mostly from about 32% at the one dose, without a potency; inactive = the rest, 99 in 100 with inhibition below about 32%; note: strong numbers were not always called active
HIV fusion peptide: cell-free HIV fusion peptide-binding blockers – biochemical, uHTS, fluorescence dequenching, primary screen (AID 1986); cell-free peptide binding, fluorescence dequenching, 30 min; higher % means a stronger effect; inhibition, % at 20 µM, or IC50 in µM where a hit was titrated; 290,000 compounds, 0.3% hits; in the data active = inhibition mostly above about 52%, no sharp cut-off; inactive = mostly below about 76%; note: some results filed as inactive read as strong as hits
LYP inhibition: inhibitors of LYP phosphatase, biochemical, fluorescence intensity, uHTS (AID 1779); 290,000 compounds, 0.054% hits; recombinant LYP phosphatase, fluorescence intensity; higher % means a stronger effect; one-dose inhibition, % at 11.5 µM; IC50 in µM for titrated hits; in the data active = inhibition above about 50%;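 note: plate controls were vehicle with enzyme for no effect and no enzyme for full effect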
XIAP antagonists: XIAP antagonists, biochemical, IAP family, fluorescence polarization (AID 1018). XIAP BIR domain, fluorescence polarization peptide displacement; higher % means a stronger effect. displacement, % at 20 µM, or IC50 in µM where a hit was titrated. 200,000 compounds, 0.007% hits; in the data active = displacement above about 50%; note: a part of the inactive calls stands beside numbers as strong as those of hits
RSV antiviral HEp-2: RSV antiviral activity via CPE protection, HEp-2 cells, primary 10 µM value included (AID 2391). CPE inhibition, % at 10 µM, or IC50 in µM where a hit was titrated. HEp-2 cells, RSV-induced CPE inhibition; higher % means a stronger effect. 310,000 compounds, 0.13% hits; in the data active = a potency from the dose series; inconclusive = CPE inhibition mostly from about 23% at the one dose, without a potency; inactive = the rest, 99 in 100 with CPE inhibition below about 21%; note: strong numbers were not always called active
Dengue-2 NS5 capping: flavivirus cap methylation enzyme inhibition – biochemical, confirmation dose response, primary screen (AID 588689); 340,000 compounds, 0.3% hits; one-dose inhibition, % at 25 µM; IC50 in µM for titrated hits; Dengue-2 NS5 methyltransferase capping enzyme assay, biochemical; higher % means a stronger effect; in the data active = a potency from the dose series; inconclusive = inhibition above about 29% without an active follow-up result
Siah-1 displacement: Siah-1 peptide-binding antagonists, primary screen, biochemical, fluorescence polarization, rhodamine-plectin, uHTS (AID 1817). Siah-1 / rhodamine-plectin peptide fluorescence polarization; higher % means a stronger effect. 290,000 compounds, 0.02% hits. one-dose displacement, % at 20 µM; IC50 in µM for titrated hits;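 active = displacement of at least 50% at 20 µM, with a fluorescence ratio check between 0.3 and a set limit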;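 note: plate controls were Siah plus tracer with DMSO for no effect and tracer alone without Siah for full effect; strong numbers were not always called active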
Dengue-2 NS5 capping pilot replicate: second read-out of Dengue-2 NS5 capping, no call of its own (marks repeat the call); inhibition, %; measured here: pilot screen replicate inhibition
* marks the source's active call; other numbers are inactive results; ? = inconclusive; . = not tested or not shown.

SMILES | AID2073 | Rac1 GTP hydrolysis | Large T inhibition | HIV fusion peptide | LYP inhibition | XIAP antagonists | RSV antiviral HEp-2 | Dengue-2 NS5 capping | Siah-1 displacement | others
COc1ccc(/C=C(\NC(=O)c2ccc(OC)cc2)C(=O)Nc2ccc(C(=O)O)cc2)cc1 | -3% | 7% | 1% | 1.0% | -1% | . | 1.0% | 1% | -5%
Cc1ccc(/C=N\NC(=O)Cc2noc3ccccc23)cc1 | 1% | 5% | 5% | 0.0% | -6% | . | 0.9% | -2% | 0%
Cc1ccccc1NC(=O)Cc1nc(COC(=O)C(C)C)cs1 | 2% | 1% | 15% | 0.4% | -4% | . | 2.3% | -6% | 3%
C=CCOc1ccc(C2=NO[C@@H]3[C@@H]4C[C@@H]([C@H]5C(=O)N(C)C(=O)[C@@H]45)[C@H]23)cc1 | -6% | . | 5% | 0.6% | -6% | . | 0.9% | . | 9%
CCCC(=O)N(C)c1nnc(-c2ccc(OC)cc2)s1 | 16% | 10% | -1% | 1.5% | 4% | -3.5% | 4.5% | 8% | 4%
COc1ccc(Cl)cc1C(=O)NNC(=O)C1COc2ccccc2O1 (stereo not drawn) | 2% | 2% | 1% | 6.7% | -6% | -2.8% | -0.2% | -6% | 10%
COc1cccc(CC2(CO)CCCN(C/C=C/c3ccccc3OC)C2)c1 (stereo not drawn) | 9% | -4% | 1% | -1.0% | -8% | -16% | 1.1% | . | 0%
CC(CN(C)Cc1ccccc1)OC(=O)c1ccccc1F (stereo not drawn) | 7% | -5% | 20% | -0.6% | -4% | -11% | 1.9% | -7% | -4%
CCOc1ccc(NC(=O)CCC(=O)N/N=C(\C)c2cccs2)cc1 | -4% | -7% | 9% | 5.7% | -8% | . | 2.8% | 5% | 4%
Cc1cccc2cc(CN(Cc3cccnc3)C(=O)c3cccs3)c3nnnn3c12 | -2% | . | 5% | 15% | -6% | -7.5% | -0.5% | . | 12%
CN(C)c1ccc(N/C=C/C(=O)c2ccco2)cc1 | -68% | 26% | 32% | -3.3% | -4% | -7.6% | 0.7% | -9% | -2%
CCOC(=O)C1=C(C)N(c2ccccc2)C(=O)/C1=C\c1ccco1 | -12% | 11% | 7% | 16% | 1% | -2.9% | 3.7% | -1% | -3%
CCOc1cc(/C=N/NC(=O)C(=O)NCC2CCCO2)ccc1OCC(=O)N1CCOCC1 (stereo not drawn) | 2% | . | 10% | -2.2% | 2% | . | 2.4% | . | 0%
COc1ccc(C(C#N)N2N=C(C)CC2c2ccccc2)cc1 (stereo not drawn) | 2% | 10% | 6% | -1.6% | -9% | . | 0.2% | -6% | -1%
COc1cc(C(N)=O)cc(Cl)c1OC | 1% | 7% | 4% | -0.7% | -9% | -5.2% | 1.6% | -5% | -4%
COC(=O)c1ccc(COc2cc(O)c3c(c2)OC(C)(C)CC3=O)cc1 | 6% | 12% | 2% | -1.5% | -4% | -5.3% | 10% | -3% | 1%
CN(Cc1ccccc1)c1nc(CN2CCOCC2)nc2scc(-c3ccccc3)c12 | 1% | 7% | 10% | -3.7% | -2% | -2.1% | 0.5% | -4% | 4%
O=S(=O)(NCCc1cn2ccccc2n1)c1ccc2c(c1)OCCO2 | -18% | 1% | 6% | -0.7% | -5% | 0.9% | 2.0% | -1% | 0%
CC(=O)N1CCCC(C(=O)c2ccc(Oc3ccccc3)cc2)C1 (stereo not drawn) | -3% | 3% | -4% | -0.1% | -8% | -7.7% | 0.1% | -9% | -3%
Cc1cc(C)c[n+](CC(=O)c2ccccc2)c1 | -2% | 6% | 4% | 0.1% | -4% | . | 0.5% | . | 3%
COc1ccc(-c2nn(-c3ccccc3)cc2CN2CCCO2)c(F)c1 | 21% | -3% | -4% | 0.6% | -4% | -2.7% | 0.5% | -11% | 4%
CCOC(=O)N1CCC(N2C(=O)c3ccccc3C2Nc2c(C)cccc2C)CC1 (stereo not drawn) | -7% | 2% | 6% | 3.1% | -3% | -7.5% | -0.7% | -1% | 4%
O=C(O)c1cc([N+](=O)[O-])ccc1C(=O)Nc1ccccc1 | 0% | 7% | 10% | -0.7% | -7% | -1.6% | 1.0% | 0% | -1%
CC1(C)CCc2nc(SCc3ccccc3)c(C#N)cc2C1 | 1% | 9% | 12% | 4.4% | -3% | -4.7% | 5.9% | -5% | 7%
COc1ccc(NC(=O)c2c(N)cnn2C)cc1 | 11% | 11% | 6% | -1.3% | -6% | . | 0.7% | -3% | -10%
COc1ccc(S(=O)(=O)n2cnc3ccccc32)c(C)c1 | 4% | 5% | 10% | -1.3% | -4% | . | 15% | -5% | 6%
COc1cccc(CN(C)C(=O)c2ccc(NS(=O)(=O)c3ccc4[nH]c(=O)[nH]c4c3)cc2)c1OC | 7% | 11% | 28% | 2.4% | -7% | . | 1.1% | -8% | 3%
O=C(NN1CCOCC1)C12CC3CC(CC(C3)C1)C2 | 1% | 8% | 6% | 2.9% | 2% | 0.1% | 0.4% | -5% | -2%
COc1cc2c(cc1OC)C(c1ccccc1)N(C(=O)c1cccc(S(C)(=O)=O)c1)CC2 (stereo not drawn) | 0% | 8% | 4% | -1.3% | -10% | . | 3.9% | -3% | 10%
CC(N=Cc1cccc(O)c1O)c1ccccc1 (stereo not drawn) | 8% | 21% | ? | 34% | 2% | 3.1% | 2.4% | 70% | -6% | Dengue-2 NS5 capping pilot replicate=19
CC1CC1C(=O)OCC(=O)Nc1cccc(S(=O)(=O)NC2=NCCCCC2)c1 (stereo not drawn) | 8% | 7% | 9% | -1.6% | -9% | . | -1.7% | 0% | -4%
COc1ccc2c(c1)CC[C@@H]1[C@@H]2CC[C@]2(C)C(=O)CC[C@@H]12 | -3% | 5% | 15% | 1.3% | -4% | -1.7% | ? | -1% | 24%
Cc1ccc(-c2cc(C(=O)NCc3ccc4c(c3)OCO4)[nH]n2)c(O)c1C | -2% | -1% | 18% | 25% | 0% | -14% | 1.0% | 6% | 0% | Dengue-2 NS5 capping pilot replicate=2.7
CCc1ccc(C(C)NC(=O)Cc2ccc(F)cc2)cc1 (stereo not drawn) | -5% | -1% | 7% | -0.8% | -2% | -11% | 1.0% | . | 7%
CCC(=O)Nc1nonc1-c1nc2ccccc2n1Cc1ccccc1 | 20% | 10% | 7% | 2.8% | -11% | -4.2% | 2.3% | 2% | -1%
CCn1cc(S(=O)(=O)Nc2ccc(C)c(Cl)c2)cn1 | 4% | 4% | 7% | 0.7% | -3% | . | 1.0% | -1% | 1%
Cc1ccc(C(=O)Nc2nnc(-c3ccco3)o2)cc1C | 0% | 2% | 11% | 5.1% | 4% | -0.9% | 6.7% | 0% | 6%
Cc1ccnn1CC(=O)N/N=C/c1ccco1 | -5% | 9% | 21% | -0.4% | -4% | -1.1% | 0.7% | -3% | 1% | Dengue-2 NS5 capping pilot replicate=-6.7
CCOC(=O)C1=C(C)Nc2ccccc2N=C1NC(=O)C(CC)c1ccccc1 (stereo not drawn) | -1% | 6% | 18% | -0.6% | -5% | -7.4% | 0.1% | -9% | 2%
C=CCN(c1ccccc1)S(=O)(=O)c1ccc2c(c1)NC(=O)C(C)C(=O)N2 (stereo not drawn) | -7% | -3% | 17% | 1.2% | 0% | . | 2.0% | -6% | 8%

2 compounds drawn at random from the list so far, as already listed:
SMILES | AID2073 | Rac1 GTP hydrolysis | Large T inhibition | HIV fusion peptide | LYP inhibition | XIAP antagonists | RSV antiviral HEp-2 | Dengue-2 NS5 capping | Siah-1 displacement | others
COc1ccc2c(c1)CC[C@@H]1[C@@H]2CC[C@]2(C)C(=O)CC[C@@H]12 | -3% | 5% | 15% | 1.3% | -4% | -1.7% | ? | -1% | 24%
Cc1ccc(-c2cc(C(=O)NCc3ccc4c(c3)OCO4)[nH]n2)c(O)c1C | -2% | -1% | 18% | 25% | 0% | -14% | 1.0% | 6% | 0% | Dengue-2 NS5 capping pilot replicate=2.7

The list goes on.
SMILES | AID2073 | Rac1 GTP hydrolysis | Large T inhibition | HIV fusion peptide | LYP inhibition | XIAP antagonists | RSV antiviral HEp-2 | Dengue-2 NS5 capping | Siah-1 displacement | others
CCCCCn1c(-c2ccco2)nc2nc3ccccc3nc21 | 22% | 12% | 10% | 27% | -19% | -2.7% | 2.1% | -4% | -2%
CC(=O)N/C(=C/c1ccc2c(c1)OCO2)C(=O)NCc1ccccc1 | 0% | 11% | -7% | -1.7% | -3% | -17% | -1.2% | 1% | -1%
CCOC(=O)c1ccc(N2C(=O)CC(N3CCC(C(N)=O)(N4CCCCC4)CC3)C2=O)cc1 (stereo not drawn) | 3% | 5% | 8% | 4.3% | -4% | -0.1% | -0.1% | -6% | 2%
CCOc1ccc(C2=Nc3ccccc3C(c3ccc(N4CCOCC4)cc3)=NN2)cc1 | 24% | 6% | 5% | -0.5% | -1% | -8.6% | 0.4% | 0% | -3%
CC1CCCC(NC(=O)c2ccc3snnc3c2)C1C (stereo not drawn) | 20% | 13% | . | 0.2% | -13% | . | 1.7% | 4% | 5%
CC(=O)N1CCSc2ccc(S(=O)(=O)NCCc3ccc(Cl)cc3)cc21 | 1% | 2% | 0% | 1.3% | -2% | . | -0.8% | -1% | 10%
COc1ccccc1N1C(=O)S/C(=C\c2cccs2)C1=O | -1% | -2% | 25% | -1.0% | -10% | . | 2.1% | 2% | 0%
Cc1ccc(CN2CCNC(=O)C2CC(=O)N(C)C2CCOCC2)cc1 (stereo not drawn) | 8% | 0% | 10% | 0.4% | -6% | . | 0.1% | 2% | -4%
O=C(NCC1CCCCC1)c1ccc(=O)[nH]c1 | 5% | 3% | 4% | -1.4% | -6% | . | 0.1% | -8% | -2%
CC1(C)CC(=O)N(CC(=O)NCc2ccccc2)c2ccccc2S1(=O)=O | -2% | 3% | 1% | -1.0% | -5% | -0.8% | 0.7% | 3% | 8%
COC(=O)CNc1nc(Cl)nc(NC2CCCCC2)n1 | 8% | 10% | 9% | 1.6% | -13% | . | 2.1% | 0% | 5%
COc1cc(C)c(CNc2cc(C)cc(C)c2)cc1C | -12% | 4% | 4% | -1.7% | -4% | -1.3% | 1.3% | -2% | 0%
O=C(O)/C=C/C(=O)c1ccc2c(c1)CCc1ccccc1-2 | . | ? | 34µM* | . | . | . | -4.3% | 23µM* | .
COC(=O)c1ccc(Cn2nnc3ccccc3c2=O)o1 | -4% | 13% | 14% | 0.0% | -3% | -4.2% | 4.9% | 1% | -1%
Cc1cc2ncn(S(=O)(=O)N3CCOCC3)c2cc1C | 4% | 3% | -1% | 0.3% | -4% | -6.8% | -0.4% | -1% | 0%
O=C(c1ccc(Br)cc1)c1cc2ccc(O)cc2oc1=O | -6% | 8% | 9% | 8.8% | 1% | . | 21% | -16% | -1%
Cc1ccc(-c2nc3ccccc3c(=O)n2CCCN2CCOCC2)cc1 | 7% | 1% | 4% | 1.1% | 1% | -1.9% | 1.3% | -7% | -3%
CCOc1ccccc1NC(=O)COC(=O)c1ccccc1SCC(=O)N1CCCC1 | . | 2% | 13% | . | . | . | -0.1% | 2% | .
